Myeloid diff 2 = compounds promoting myeloid differentiation | ER-HoxA9 myeloid progenitors, lysozyme-GFP differentiation, flow cytometry | calls only at 10 µM | hit rate 1% among 360,000 | AID 624256;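 active means normalized GFP-positive differentiation at or above the plate's own cutoff, the solvent-only control mean plus 3 SD; inconclusive means no clear call, values can overlap the other calls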;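 further: cells exposed to compound for four days before flow analysis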
WT yeast gro inh = growth inhibition of WT yeast, mitochondrial fusion screen; mitochondrial fusion phenotypic screen, WT strain; inhibition, % at 10 µM; hit rate 2.1% among 190,000; AID 1362; in the data active means inhibition above about 58%; tested in S. cerevisiae
RSV antiviral HEp-2 = RSV antiviral activity via CPE protection, HEp-2 cells, primary 10 µM value included (AID 2391) | HEp-2 cells, RSV-induced CPE inhibition; higher % means a stronger effect | one-dose CPE inhibition, % at 10 µM; IC50 in µM for titrated hits | hit rate 0.13% among 310,000; in the data active means a potency from the dose series; inconclusive means CPE inhibition mostly from about 23% at the one dose, without a potency; inactive means the rest, 99 in 100 with CPE inhibition below about 21%; further: strong numbers were not always called active
PhoP inhibition = inhibitors of PhoP regulon expression, primary screen, Salmonella Typhimurium, GFP reporter (AID 1863); S. Typhimurium PhoP-regulated promoter GFP reporter, 4 h; higher % means a stronger effect; one-dose inhibition, % at 50 µM; IC50 in µM for titrated hits; hit rate 0.16% among 300,000;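 active means inhibition over 29.93%, a cutoff 3 SD above the screen mean, later confirmed by dose response; inconclusive means inhibition over 29.93% but no dose response follow-up; inactive means inhibition at most 29.93% or unconfirmed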;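 further: 0% = low Mg2+ inducing control and 100% = high Mg2+ repressing control; strong numbers were not always called active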
T cell HTS = T cell immune modulators affecting CD8 T cell-vesicle binding | 2C CD8+ T cell-vesicle binding, flow cytometry; stronger effect = lower value | calls only at 7 µM | hit rate 0.068% among 330,000 | AID 2052;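 active means response, share of CD8 T cells binding vesicles, and their 90th percentile fluorescence all below set limits, cut at about 80% in these data, passing the limit was not always enough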
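Material: 2C TCR transgenic mouse naive CD8+ T cells, MACS-purified. Also added: QL9-charged Drosophila Ld/ICAM-1/B7-1 vesicles. Timing: binding 1.5 h at 37 °C. Measured by: high-throughput flow cytometry with anti-B7-1 and anti-CD8 staining. Read-out: percent CD8+ FL2 mean versus row control. Controls: Unloaded micro-vesicles (low), QL9 vesicles with 0.7% DMSO (high).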
MgcRacGAP inhibition = MgcRacGAP GTPase-activating activity inhibitors, confirmation, biochemical, ADP Hunter fluorescence | AID 624330 | MgcRacGAP-stimulated Rac1 GTP hydrolysis, ADP Hunter fluorescence; higher % means a stronger effect; GST-tagged Rac1 F28L mutant substrate | inhibition, % at 30 µM, or IC50 in µM where a hit was titrated | hit rate 0.6% among 340,000;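 active means first-screen hits whose inhibition reached a set limit at any dose in the follow-up dose series; inconclusive means inhibition above the set first-screen limit but never retested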;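 further: fluorescence reports GDP produced by GAP-driven GTP hydrolysis; strong numbers were not always called active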
b-catenin transl = beta-catenin nuclear translocation modulation; HeLa beta-catenin nuclear translocation, immunofluorescence imaging; nuclear translocation activity, % at 5 µM; hit rate 0.3% among 190,000; AID 1665;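 active means nuclear translocation activity above 50% at 5 µM, with a well cell count of 50 or more; inconclusive means wells under 50 cells across six images, flagged as toxic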;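 further: per-cell ratio of nuclear to cytoplasmic median beta-catenin stain intensity; plate controls were DMSO negative control for no effect and GSK-3 inhibitor IX positive control for full effect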
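System: HeLa cells, endogenous beta-catenin; compound dosing: 5 µM primary single dose, 0.1% DMSO, 0.02–20 µM confirmation series; incubation: 24 h compound exposure at 37°C, 5% CO2; signal: beta-catenin immunofluorescence imaging with DAPI; evaluation: % activation, nuclear-to-cytoplasmic median beta-catenin signal ratio per cell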
West Nile antiviral = West Nile virus antiviral activity, cell-based, CPE readout (AID 1621); West Nile virus-infected cells, CPE inhibition; higher % means a stronger effect; one-dose CPE inhibition, % at 10 µM; IC50 in µM for titrated hits; hit rate 0.02% among 290,000; in the data active means a potency from the dose series; inconclusive means CPE inhibition mostly from about 3.7% at the one dose, without a potency; inactive means the rest, 99 in 100 with CPE inhibition below about 2.2%; further: strong numbers were not always called active
SV40 large T antigen = SV40 large T antigen inhibitors, biochemical (AID 1903); SV40 large T antigen ATPase/helicase inhibition assay; higher % means a stronger effect; inhibition, % at 20 µM, or IC50 in µM where a hit was titrated; hit rate 0.39% among 310,000; in the data active means a potency from the dose series; inconclusive means inhibition mostly from about 32% at the one dose, without a potency; inactive means the rest, 99 in 100 with inhibition below about 32%; further: strong numbers were not always called active
WT yeast gro inh mutant strain = also measured in WT yeast gro inh; calls as there; inhibition, %; mitochondrial fusion phenotypic screen, mutant strain inhibition
b-catenin transl cell count 5 µM = also measured in b-catenin transl; calls as there; cell count; measured here: cell count, cytotoxicity flag
T cell HTS vesicle-bound % = recorded beside T cell HTS, whose call it bears; double positive events, %; measured here: CD8+ vesicle-bound cell fraction;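 binding gate set so that unloaded-vesicle control wells show 10% double positive cells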
Myeloid diff 2 GFP+ MAC1+ % = recorded beside Myeloid diff 2, whose call it bears; GFP+ MAC1+ double positive, %; measured here: differentiation confirmed by MAC1 staining
* hit, by the source's call; i = inactive; ? = inconclusive; . = no result given; + = active, no number.

structure,Myeloid diff 2,Myeloid diff 2 GFP+ MAC1+ %,WT yeast gro inh,WT yeast gro inh mutant strain,RSV antiviral HEp-2,PhoP inhibition,T cell HTS,T cell HTS vesicle-bound %,MgcRacGAP inhibition,b-catenin transl,b-catenin transl cell count 5 µM,West Nile antiviral,SV40 large T antigen
CCOC(=O)c1c(NC(=O)C2=C(C)NC(=S)NC2c2ccc(F)cc2F)sc(C)c1C (stereo unspecified),i,0.4,33,17,12%,6%,i,22,17%,1.0,1052,0.4%,-2%
COc1ccc(NC(=O)Nc2ccc(OCC(=O)N3CCOCC3)cc2)cc1OC,i,1.1,2,2,0.7%,-6%,i,26,-3%,0.5,1179,0.1%,23%
Cc1nn(-c2ccccc2)c2sc(C(=O)N(Cc3ccco3)C(C)C(=O)NC(C)(C)C)cc12 (stereo unspecified),i,0.8,69*,1.4*,5.1%,-5%,i,42,8%,.,.,.,10%
CCOc1nc2cnccc2n(CC(=O)Nc2c(C)cccc2CC)c1=O,i,2.3,.,.,0.2%,0%,i,9,8%,.,.,-0.4%,4%
OCCN1CCN(CC(O)COCC2COc3ccccc3O2)CC1 (stereo unspecified),i,0.0,-21,10,-1.3%,-10%,i,29,2%,-1.8,1160,-0.1%,6%
COCCNc1nc2nonc2nc1N(C)Cc1cccc2cnccc12,i,0.1,-13,-5,1.0%,-3%,i,42,9%,-0.3,1561,-0.6%,14%
CC1CCC(NC(=O)C2CCN(c3cnccn3)CC2)CC1 (stereo unspecified),i,0.9,-8,2,0.6%,7%,i,32,10%,-0.3,1054,-0.1%,9%
Cc1cc(C)nc(SCc2nc3nc(C)cc(C)n3c2Br)n1,i,2.1,-1,0,1.1%,-8%,i,20,14%,-0.7,935,0.4%,4%
Cc1ccc(NC(=O)c2ccc(CN3CCc4ccccc4C3)cc2)cc1,i,0.7,8,7,-1.2%,0%,i,51,6%,3.3,1406,.,21%
CCCOc1ccccc1C1CC(=O)NC(C)=C1C(=O)OCC(C)C (stereo unspecified),i,0.9,13,3,16%,-3%,i,42,6%,1.4,1298,-0.6%,10%
CCOCCCNC(=O)CCSc1ccc(C)cc1,i,0.8,0,-2,-0.2%,3%,i,25,5%,-0.3,1181,0.1%,-23%
O=S1(=O)C[C@@H]2N=C(N/N=C/c3ccccc3)S[C@@H]2C1,i,0.6,.,.,1.1%,-2%,i,35,5%,0.8,1226,0.5%,15%
O=C(O)c1n[nH]c2c1CCCCC2,i,1.4,-3,5,1.7%,-35%,i,31,4%,-5.5,890,0.8%,3%
Cc1nc2n(COCCO)cnn2c(=O)c1Br,i,0.3,-8,1,1.0%,14%,i,48,11%,-1.1,1111,0.6%,5%
CCc1cc(CNC(=O)C2CCC(=O)N(Cc3ccc(Cl)cc3)C2)on1 (stereo unspecified),i,0.7,.,.,7.5%,1%,i,28,7%,.,.,-0.3%,6%
OCCC1CN(Cc2ccc(Oc3ncccn3)cc2)CCN1C1CCCCC1 (stereo unspecified),i,0.1,.,.,-2.6%,-3%,i,29,13%,1.5,1322,-0.6%,6%
CCCC12C(=O)C(C)(C(c3ccccc3)=C1c1ccccc1)C1C(=O)N(c3ccc(C)cc3)C(=O)C12 (stereo unspecified),i,1.1,20,3,9.1%,-2%,i,48,2%,1.1,467,-1.2%,7%
COc1ccc2cc(C(=O)C3CCCN(C(=O)CCc4ccccn4)C3)ccc2c1 (stereo unspecified),.,.,18,-20,5.0%,10%,i,42,7%,0.7,1509,-0.6%,4%
C[C@@H](C(=O)Nc1nc2ccc(F)cc2s1)N1C(=O)C2CC=CCC2C1=O (stereo partly specified),i,0.1,1,-10,-0.9%,4%,i,32,6%,0.4,1038,0.2%,5%
Cc1ccc(NC(=O)CN(C)C(=O)c2cccc(S(=O)(=O)NCc3cccs3)c2)cc1,i,0.4,.,.,1.1%,.,i,16,6%,.,.,.,.
COc1ccc2oc(C(=O)OCC(=O)NC3(C#N)CCCC3)c(C)c2c1,i,0.2,.,.,1.1%,-8%,i,57,8%,.,.,.,5%
COC(=O)C1=C(C)Nc2ncnn2C1c1ccco1 (stereo unspecified),.,.,-1,15,1.1%,8%,i,47,10%,-0.1,1063,0.5%,4%
Cc1ccc(S(=O)Cc2ccc(C(=O)N3CCN(C4CCCCC4)CC3)o2)cc1 (stereo unspecified),i,0.9,.,.,1.5%,-11%,i,7,3%,.,.,-0.2%,12%
CN1CCN(CC(=O)N2N=C(c3cccs3)CC2c2ccco2)CC1 (stereo unspecified),i,0.8,-6,-16,2.8%,0%,i,.,3%,4.2,477,-0.2%,5%
COc1cc(Cl)ccc1OCc1cc(C(=O)NCC(C)c2ccccc2)no1 (stereo unspecified),i,4.6,.,.,1.0%,5%,i,14,8%,.,.,-0.1%,2%
CN(C)CCNC(=S)Nc1ccc(Br)cc1,i,0.2,16,15,-0.1%,7%,i,11,10%,-1.1,985,0.6%,6%
CC(C)(C)OC(=O)N1CC2Cc3[nH]c(=O)ccc3C(C2)C1 (stereo unspecified),i,0.7,-2,-45,0.7%,-14%,i,33,7%,.,.,-0.1%,-1%
COc1ccccc1C(=O)NC(CCSC)C(=O)N1CCN(C/C=C/c2ccccc2)CC1 (stereo unspecified),i,0.8,.,.,0.5%,8%,i,48,8%,.,.,.,4%
Cc1cc(C)cc(OCC(=O)Nc2cnn(CCCC(=O)O)c2)c1,i,0.8,.,.,1.0%,0%,i,17,-5%,.,.,0.1%,10%
O=C(Cn1ncc2c3ccccc3n(Cc3ccccc3)c2c1=O)NCc1ccccn1,i,3.0,.,.,4.5%,1%,i,54,-12%,.,.,-0.8%,6%
Cc1ccccc1NC(=O)/C(=C/c1ccco1)c1ccccc1,i,0.5,-4,6,1.9%,7%,i,48,6%,.,.,-0.3%,6%
Oc1ccc(-c2n[nH]c(=S)n2-c2ccc3c(c2)OCCO3)c(O)c1,i,0.5,6,11,14%,30%,i,27,21%,-0.5,922,-0.4%,?
Cc1ccccc1NC(=O)Cc1nc(-c2c[nH]c(C(=O)N3CCCC3)c2)cs1,i,0.6,.,.,0.8%,.,i,40,6%,.,.,.,.
CCOc1ccc(S(=O)(=O)N2CCN(c3ccc(C)cc3C)CC2)cc1,i,1.2,51,27,14%,-4%,i,28,2%,-0.7,1096,0.0%,3%
Cc1cccn2cc(-c3cccc(S(=O)(=O)N4CCCCC4)c3)nc12,i,0.6,.,.,9.2%,3%,i,69,7%,.,.,-0.6%,15%
NC(=O)Nc1ccccc1C(=O)NCCc1ccccc1,i,0.8,0,-4,0.1%,-2%,+,0.0*,-3%,3.6,414,-0.7%,5%
COc1cccc(Cn2nc(C(=O)O)c3ccccc3c2=O)c1,i,1.1,-7,11,0.8%,2%,i,38,0%,-5.4,1073,-0.4%,6%
COC(=O)c1c(NC(=O)COC(=O)CNC(=O)C2CCCCC2)sc(C)c1C,i,0.0,-27,16,5.4%,-7%,i,42,3%,0.1,519,-0.2%,6%
C=CCNC(=O)C1CCN(c2cc(C)nc(-c3ccccc3)n2)CC1,i,0.0,-7,4,1.6%,-5%,i,52,2%,0.5,1471,-0.3%,5%
CCc1nnc(NC(=O)CSc2nnc(-c3ccoc3C)n2-c2ccccc2)s1,i,1.3,18,5,2.3%,6%,.,.,7%,-5.6,973,-0.1%,9%
O=C(c1ccc(F)cc1Cl)N(c1ccccn1)C1CCCCC1,i,0.1,1,7,45%,6%,i,42,-1%,-0.7,1103,0.4%,-4%
N#C/C(=C(/O)COC(=O)CCC1CCCCC1)c1nc2ccccc2[nH]1,i,0.8,25,10,0.7%,-6%,i,26,-15%,0.2,1044,-1.6%,0%
Cn1c(=O)c(C(=O)NNC(=O)c2ccc(Br)cc2)c(O)c2ccccc21,i,0.9,.,.,1.7%,-6%,i,37,14%,.,.,-0.5%,10%
COCCCN1C(=O)c2ccc(C(=O)NCCc3ccccc3)cc2C1=O,i,0.2,.,.,1.4%,3%,i,64,.,.,.,-0.5%,2%
COc1ccc(/C=N/N2C(=O)CN(C(=O)c3ccccc3)C2c2ccc(OC)cc2)cc1 (stereo unspecified),i,0.1,.,.,1.9%,-10%,i,26,.,1.1,1320,-0.2%,9%
C=CCn1c(SCC(N)=O)nc2nc3c(cc2c1=O)COC(C)(C)C3,i,0.2,.,.,-0.2%,-16%,i,7,4%,-0.2,1292,0.3%,22%
CN1CCN(C2=Cc3ccccc3Sc3cc(F)ccc32)CC1,i,0.9,94*,93*,-2.2%,5%,i,55,6%,0.6,1125,-0.1%,-7%
CC(Cc1c[nH]c2ccccc12)C(=O)NCc1ccco1 (stereo unspecified),i,0.9,.,.,0.4%,-10%,i,62,3%,.,.,0.0%,3%
Cc1ccccc1NC(=O)c1cnn(-c2ccccc2)c1NC(=O)c1ccco1,i,9.3,18,-3,0.8%,.,i,11,2%,-4.7,1050,-0.4%,.
Cc1cc(-c2ccc(C)c(S(=O)(=O)N3CCN(c4ccc(F)cc4)CC3)c2)on1,i,0.9,.,.,0.8%,11%,i,25,11%,.,.,0.3%,4%
COC(=O)c1sc(NC(=O)COc2cccc(C)c2)nc1C,i,0.3,4,8,6.4%,-19%,i,50,6%,-0.5,496,-0.3%,8%
COc1cc(-c2nc3n(n2)C(c2ccncc2)C2=C(CCCC2=O)N3)cc(OC)c1OC (stereo unspecified),i,0.2,-4,-4,-1.9%,-2%,i,45,10%,-1.7,1083,0.4%,-8%

Screening data deposited in PubChem by several laboratories.
